PP1 inh = counter-screen for PP5 inhibitors: inhibitors of human PP1-alpha | 320,000 tested, 0.9% active | P62136 | inhibition, % at 6.7 µM | purified PP1alpha, OMFP fluorescence;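 active means inhibition above the mean inhibition of all tested compounds plus 3 SD, computed separately for each screening campaign, cut at about 15% in these data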
proCasp7 act = activates human procaspase-7, counter-screen for procaspase-3 activators; AID 463210; 330,000 tested, 0.093% active; recombinant procaspase-7, Ac-DEVD-pNA absorbance 405 nm; D23A/D198A/D206A triple mutant, cannot self-cleave; scale: DMSO 0, 5 µM enzyme 100; activation, % at 8.5 µM; P55210;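 active means percent activation above the screen-wide mean plus 3 SD, cut at about 25% in these data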
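Material: Procaspase-7 triple mutant (PC-7 D3A) | Quantity: 2 µM procaspase-7 mutant as dispensed | Reagent: DEVD-pNA substrate | Times: 1 h preincubation, 2 h reaction | Technique: 405 nm absorbance of p-nitroaniline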
proCasp3 act = activators of human procaspase-3 | P42574 | activation, % at 8.5 µM | 330,000 tested, 0.11% active | recombinant procaspase-3 D3A, Ac-DEVD-pNA absorbance 405 nm;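 active means activation above the mean of all tested compounds plus 3 SD, cut at about 21% in these data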;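 further: 0% = DMSO alone and 100% = DMSO wells spiked with extra 5 µM PC-3 D3A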
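Assay system: Procaspase-3 D3A mutant, all three cleavage aspartates alanine. Buffer or medium: Zinc-free HEPES saline buffer with Triton X-100. Times: 1 h compound preincubation, 2 h substrate hydrolysis at 25 °C. Measured by: 405 nm absorbance of p-nitroaniline, reads at 0 and 120 min. Read-out basis: percent activation relative to control range. Replicates: singlicate.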
TPT1 inh = blocks Candida albicans tRNA 2'-phosphotransferase. recombinant caTPT1, FP RNA substrate dephosphorylation. inhibition, % at 5 µM. 300,000 tested, 0.81% active. AID 1962;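 active means inhibition above the mean of all tested compounds plus 3 SD, set per screening campaign, cut at about 24% in these data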;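 further: plate controls were DMSO alone for no effect and ferristatin control at 100 nM for full effect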
HCV core dimer = blocks dimerization of HCV core protein. TR-FRET GST/Flag-core106 dimerization, 1536-well. inhibition, % at 5 µM. 300,000 tested, 0.33% active;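 active means inhibition above the mean of all tested compounds plus 3 SD, set per screening campaign, cut at about 45% in these data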
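Test system: GST/Flag-tagged HCV core106 proteins; Medium: KF-containing HEPES buffer, pH 7.45, DTT, CHAPS, BSA; Times: compound-protein-antibody incubation 4 h at 22.5 °C; Detection: TR-FRET 671 and 617 nm emission; Benchmarks: wells lacking GST-core106 and wells with excess unlabelled core106.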
PAFAH2 FP inh = PAFAH2 (human) inhibition | inhibition, % at 3.39 µM | 340,000 tested, 0.99% active | recombinant PAFAH2, FP-rhodamine activity probe, fluorescence polarization | AID 492956;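 active means inhibition above the mean over all tested compounds plus 3 SD, cut at about 30% in these data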;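 further: inhibitors block probe labeling of enzyme so polarization drops; 0% = enzyme with DMSO and 100% = wells lacking PAFAH2 protein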
Fh CTSL1 inh = counter-screen for PFM18AAP inhibitors: inhibitors of F. hepatica cathepsin L1; AID 1906; 300,000 tested, 0.49% active; recombinant F. hepatica cathepsin L1, Z-Leu-Arg-MCA fluorescence; inhibition, % at 5.96 µM;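 active means inhibition above the mean of all tested compounds plus 3 SD, set per screening campaign, cut at about 17% in these data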;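 further: 0% = plate median of test compound wells and 100% = 1 µM Z-Phe-Ala-diazomethylketone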
PP5 inh = blocks human protein phosphatase 5 activity. P53041. purified PP5c, OMFP substrate fluorescence. inhibition, % at 6.7 µM. 320,000 tested, 0.18% active. AID 1987;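 active means inhibition above the campaign's mean inhibition across all tested compounds plus 3 SD, cut at about 9.5% in these data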;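 further: 0% = DMSO only and 100% = 100 µM cantharidin control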
AHR act = activators of human aryl hydrocarbon receptor. 320,000 tested, 2.5% active. activation, % at 5 µM. P35869. AHR-responsive luciferase reporter cells, luminescence; in the data active means activation above about 47%;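 further: 0% = vehicle wells and 100% = reference agonist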
Target sequence (P35869 whole entry, looked up): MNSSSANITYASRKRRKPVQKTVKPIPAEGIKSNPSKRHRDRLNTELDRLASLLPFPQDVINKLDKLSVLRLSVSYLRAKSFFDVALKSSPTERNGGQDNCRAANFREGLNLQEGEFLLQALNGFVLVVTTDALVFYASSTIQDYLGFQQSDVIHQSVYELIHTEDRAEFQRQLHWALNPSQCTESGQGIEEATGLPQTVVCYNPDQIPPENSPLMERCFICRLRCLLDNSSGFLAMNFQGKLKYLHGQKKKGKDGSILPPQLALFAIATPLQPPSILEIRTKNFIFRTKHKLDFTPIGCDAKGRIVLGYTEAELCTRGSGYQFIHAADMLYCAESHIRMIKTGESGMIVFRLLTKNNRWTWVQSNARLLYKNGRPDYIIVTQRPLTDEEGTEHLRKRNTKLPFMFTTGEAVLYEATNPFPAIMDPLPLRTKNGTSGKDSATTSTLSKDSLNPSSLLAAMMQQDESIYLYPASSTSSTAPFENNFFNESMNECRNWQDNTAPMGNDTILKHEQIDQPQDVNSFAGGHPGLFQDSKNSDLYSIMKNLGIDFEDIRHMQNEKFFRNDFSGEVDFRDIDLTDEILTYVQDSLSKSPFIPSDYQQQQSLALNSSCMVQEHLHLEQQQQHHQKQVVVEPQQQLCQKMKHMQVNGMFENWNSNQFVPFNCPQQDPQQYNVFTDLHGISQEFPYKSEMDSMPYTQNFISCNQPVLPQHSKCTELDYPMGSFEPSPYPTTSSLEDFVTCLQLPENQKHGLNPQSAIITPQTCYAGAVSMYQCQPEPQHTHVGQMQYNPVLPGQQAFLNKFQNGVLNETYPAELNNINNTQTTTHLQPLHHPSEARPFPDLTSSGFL
* = called active by the depositor; . = not tested or not shown.

SMILES	PP1 inh	proCasp7 act	proCasp3 act	TPT1 inh	HCV core dimer	PAFAH2 FP inh	Fh CTSL1 inh	PP5 inh	AHR act
O=[N+]([O-])c1ccc(NCCCNS(=O)(=O)c2ccc(Cl)cc2)c(Cl)c1	0	0	-5	-2	2	1	-1	4.2	-2
CCC(=O)N1CCCn2c1nc1ccccc12	-2	-5	1	4	-10	5	1	4.9	1
COc1cc(/C=N/NC(=O)c2ccc3nc[nH]c3c2)ccc1O	1	12	-1	0	-7	2	1	0.1	1
COCc1c(C(=O)NC(C)c2ccc(S(N)(=O)=O)cc2)oc2ccccc12 (configuration not stated)	-1	1	2	1	1	-2	-1	3.1	-4
Cc1coc2c1c(C)cc1oc(=O)c(Cc3ccccc3)c(C)c12	-9	9	2	2	5	3	-2	3.4	1
O=C(COC(=O)/C=C/c1ccc(S(=O)(=O)N2CCOCC2)cc1)NCc1ccc(F)cc1	-1	4	-9	-1	2	39*	-7	0.0	-2
CCN(CC)CC(C)CNC(=O)C1(O)c2ccccc2NC(=O)N1c1ccc(Cl)c(Cl)c1 (configuration not stated)	15*	5	1	-1	2	5	-1	2.2	4
CCOC(=O)C1(CCOc2ccccc2)CCN(Cc2cccn2-c2cccnc2)CC1	-1	-5	0	1	3	7	-2	-1.3	15
CSCCC(NS(=O)(=O)/C=C/c1ccccc1)C(=O)N1CCC(C)CC1 (configuration not stated)	-5	4	-8	-2	4	11	1	-1.0	0
CC(CN1C(C)CCCC1C)OC(=O)c1ccc(Cl)cc1Cl (configuration not stated)	-3	6	3	0	-2	2	-2	-0.1	-1
CCOC(=O)c1ccc(NC(=S)N(CCCN2CCCC(C)C2)Cc2cccs2)cc1 (configuration not stated)	0	7	-7	-1	-13	2	1	-0.9	-2
CC(C)n1nc(C(=O)Nc2nc3ccc(S(C)(=O)=O)cc3s2)c2ccccc2c1=O	-2	3	-5	2	-6	2	2	2.9	0

Part of the list above in order of formula weight, descending.
SMILES	PP1 inh	proCasp7 act	proCasp3 act	TPT1 inh	HCV core dimer	PAFAH2 FP inh	Fh CTSL1 inh	PP5 inh	AHR act
CCN(CC)CC(C)CNC(=O)C1(O)c2ccccc2NC(=O)N1c1ccc(Cl)c(Cl)c1 (configuration not stated)	15*	5	1	-1	2	5	-1	2.2	4
CC(C)n1nc(C(=O)Nc2nc3ccc(S(C)(=O)=O)cc3s2)c2ccccc2c1=O	-2	3	-5	2	-6	2	2	2.9	0
CCOC(=O)C1(CCOc2ccccc2)CCN(Cc2cccn2-c2cccnc2)CC1	-1	-5	0	1	3	7	-2	-1.3	15
CSCCC(NS(=O)(=O)/C=C/c1ccccc1)C(=O)N1CCC(C)CC1 (configuration not stated)	-5	4	-8	-2	4	11	1	-1.0	0
Cc1coc2c1c(C)cc1oc(=O)c(Cc3ccccc3)c(C)c12	-9	9	2	2	5	3	-2	3.4	1
CCC(=O)N1CCCn2c1nc1ccccc12	-2	-5	1	4	-10	5	1	4.9	1

Additional compounds.
SMILES	PP1 inh	proCasp7 act	proCasp3 act	TPT1 inh	HCV core dimer	PAFAH2 FP inh	Fh CTSL1 inh	PP5 inh	AHR act
COC(=O)c1ccccc1NC(=O)C(C)n1nc(C)c2c(C)n(-c3ccccc3)nc2c1=O (configuration not stated)	-3	-1	-2	2	21	-7	7	2.1	0
O=C(NC1=NCCS1)C1CC2CCC1C2 (configuration not stated)	-2	-2	-4	3	-8	2	2	1.1	-1
CCn1c(CNC(=O)c2cccc(C)c2)nnc1SCC(=O)NC1CCCC1	2	-3	11	1	-1	-2	0	1.3	-1
CCCCN1CCc2[nH]c(=S)[nH]c(=O)c2C1	-3	-6	2	3	-3	1	3	0.7	-2
Cc1nn(CCC#N)c(C)c1Oc1ccccc1O	0	-5	-4	2	9	-3	-3	3.0	2
COc1ccccc1CNc1nc(C)c(C(C)=O)s1	-2	-8	6	1	8	0	-1	2.5	15
Cc1nc2ccccc2c(=O)n1/N=C/c1cn(-c2ccccc2)nc1-c1cccs1	2	2	0	1	9	-15	0	3.3	9
COC(=O)C1CN(C(=O)COc2ccc(Cl)c(C)c2)c2ccccc2O1 (configuration not stated)	-5	12	1	1	3	8	-1	3.5	4
CC(=O)Nc1ccc(NS(=O)(=O)c2c(Cl)cccc2Cl)cc1	-4	8	-3	0	2	4	0	2.8	4
Cc1cc(C)cc(N2C(N)=NC(N)=NC2c2ccccc2F)c1 (configuration not stated)	2	0	-9	-3	3	-3	9	1.4	2
COc1ccc(NC(=O)C(=O)NCCN2CCN(C(=O)c3cccs3)CC2)cc1	-6	12	2	5	1	8	-1	-3.5	4
Cn1c(SCCC(=O)O)nnc1-c1ccncc1	-6	1	1	0	-3	5	2	-1.0	0
CCCCc1nnc(NC(=O)C2CC(=O)N(c3ccc(C)cc3)C2)s1 (configuration not stated)	-3	3	7	0	3	4	3	2.1	1
O=C1CCCCN1CCCC(=O)N1CCCC(Nc2ccc(F)cc2)C1 (configuration not stated)	-9	-12	-3	-2	-13	1	6	0.1	2
Cc1nn(CC(=O)Nc2c(F)cc(F)cc2Br)c(=O)c2cccn12	1	8	5	0	-7	-8	3	-1.2	2
CCOc1ccccc1CN1CCN(CCCn2cccn2)CC1CCO (configuration not stated)	-1	2	-3	-3	1	0	0	0.2	0
CCN(CC(=O)Nc1c(F)cccc1F)C(=O)/C=C/c1ccc(OCC#N)c(OC)c1	-6	4	1	-1	-4	4	4	-0.8	1
Cn1cnnc1SCC(=O)Nc1ccc2nc(SCc3ccccc3Cl)sc2c1	0	-4	5	0	3	-3	1	0.5	4
Nc1nc(SC2c3cccc4cccc(c34)C2NS(=O)(=O)c2ccccc2)n[nH]1 (configuration not stated)	-4	0	-13	1	9	-1	-2	4.7	17
CC(=C/c1ccco1)/C=N/NC(=O)c1ccncc1	-3	-11	-8	-1	0	.	2	-0.2	17
COc1ccc(OC)c(S(=O)(=O)ON2C(=O)c3ccccc3C2=O)c1	-3	-6	-1	-1	-2	-9	11	-0.1	2
Cc1ccc(CCNC(=O)c2ccc3nc4ccc(Cl)cc4c(=O)n3c2)cc1	-6	-1	2	0	3	4	5	-2.0	1
CCc1ccc(C(=O)COC(=O)C(CCSC)NC(=O)C23CC4CC(CC(C4)C2)C3)cc1 (configuration not stated)	-3	-2	-1	0	10	7	0	-2.0	1
CC(C)c1nc(SCC(=O)Nc2ccc(C(=O)O)cc2)c2c3c(sc2n1)CCCC3	-5	1	-3	0	4	9	-2	1.2	-5
CCC1(C)NC(C(=O)O)Cc2c1[nH]c1ccccc21 (configuration not stated)	-1	-11	3	2	-9	-3	-3	0.4	9
O=C(C1=NNC2C(=O)N(c3ccccc3)C(=O)C12)c1nc(Cl)ccc1Cl (configuration not stated)	-3	8	-6	-3	-9	2	1	0.3	2
Nc1nnc(C(F)(F)F)s1	-1	6	-5	0	10	5	1	-1.8	2
COc1ccc(Cc2nc3ccc(C(=O)NCCCSC)cc3o2)cc1OC	-2	6	5	-2	1	3	2	-1.4	5
O=C(C1=C[C@@H](c2ccc(Br)cc2)C[C@@H](OCCCCO)O1)N1CCOCC1	0	6	10	1	-4	-8	-2	2.4	5
COc1ccc(N=C(NN)c2ccc3ccccc3n2)cc1	-1	-19	-16	-1	-2	2	1	1.2	71*
O=C(c1cccc([N+](=O)[O-])c1)N1CCN(c2cccc(Cl)c2)CC1	1	5	0	-1	-3	-3	-2	0.8	-3
Cc1ccc(S(=O)(=O)N2CCCCC2)cc1NC(=O)COC(=O)c1c(F)cccc1F	-3	12	4	-4	-1	38*	3	-1.2	0
COc1cccc(CNCCc2c[nH]c3ccccc23)c1OCc1ccc(F)cc1	0	8	2	2	-2	0	-4	2.3	-1
CCOC(=O)N1CCN(c2c(NCCc3ccc(C)cc3)c(=O)c2=O)CC1	-5	-14	5	0	-21	-2	-1	-2.7	2
Clc1ccc(-n2nnnc2-c2ccccc2)cc1	-3	-6	2	-3	-1	1	2	-3.5	0
CN1CCN(c2ccc([N+](=O)[O-])cc2NC(=O)c2ccco2)CC1	-4	5	-1	-3	5	0	3	2.3	-2

Random excerpt: 3 compounds from above.
SMILES	PP1 inh	proCasp7 act	proCasp3 act	TPT1 inh	HCV core dimer	PAFAH2 FP inh	Fh CTSL1 inh	PP5 inh	AHR act
Nc1nnc(C(F)(F)F)s1	-1	6	-5	0	10	5	1	-1.8	2
Clc1ccc(-n2nnnc2-c2ccccc2)cc1	-3	-6	2	-3	-1	1	2	-3.5	0
CCC1(C)NC(C(=O)O)Cc2c1[nH]c1ccccc21 (configuration not stated)	-1	-11	3	2	-9	-3	-3	0.4	9

Remaining list, next part.
SMILES	PP1 inh	proCasp7 act	proCasp3 act	TPT1 inh	HCV core dimer	PAFAH2 FP inh	Fh CTSL1 inh	PP5 inh	AHR act
CCN1CCN(C(=O)c2cn(CCOC)c(=O)c3c2c2ccccc2n3C)CC1	2	9	0	-1	-5	-7	1	1.0	2
O=C(NCc1ccccc1)c1ccc2nc(N3CCOCC3)sc2c1	-4	1	-4	1	-5	-4	0	-1.1	3
CC(=O)NC(CCS(C)(=O)=O)C(=O)Nc1ccc(Oc2ccccc2)cc1 (configuration not stated)	-2	-3	7	-3	-1	-3	0	-0.4	-1
Cc1nc(-c2ccccc2O)n(-c2ccccc2)n1	-2	1	11	2	-5	0	-1	0.1	0

A few values from the results shown:
In TPT1 inh, O=C(NCc1ccccc1)c1ccc2nc(N3CCOCC3)sc2c1 is entered as 1
In PP5 inh, Cn1cnnc1SCC(=O)Nc1ccc2nc(SCc3ccccc3Cl)sc2c1 is entered as 0.5

Source: PubChem BioAssay
